# MCL1 BIM primary – inhibitors of MCL1 binding to BIM-BH3, primary screen, biochemical, fluorescence polarization; Induced myeloid leukemia cell differentiation protein Mcl-1 (Homo sapiens), Q07820; GST-MCL1 / FITC-Bim-BH3 fluorescence polarization; inhibition, % at 10.9 µM; hit rate 0.68% among 320,000;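 active = inhibition above the mean inhibition of all tested compounds plus 3 SD, set per campaign, cut at about 40% in these data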;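 also: 0% = DMSO wells and 100% = unlabeled Bim-BH3 peptide control; higher means more loss of mP so more displacement of Bim peptide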
# pPAFAH FP inh – pPAFAH enzyme inhibitors, primary screen, biochemical, fluorescence polarization, human. inhibition, % at 3.39 µM. hit rate 1.5% among 330,000. recombinant pPAFAH, FP-rhodamine probe fluorescence polarization. Platelet-activating factor acetylhydrolase (Homo sapiens), Q13093;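 active = inhibition above the mean inhibition across the screen plus 3 SD, cut at about 25% in these data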;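 also: inhibitors block binding of the rhodamine activity-based probe so polarization drops; 0% = enzyme with DMSO and 100% = wells lacking pPAFAH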
# Fam108B counter – mouse Fam108B serine hydrolase inhibitors, primary screen, counter-screen for RBBP9 inhibitor project, biochemical, fluorescence polarization; recombinant Fam108B, FP-Rh probe fluorescence polarization; inhibition, % at 9.51 µM; hit rate 0.33% among 300,000; AID 1947, 2009;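 active = inhibition above the screen mean inhibition plus 3 SD, computed separately per campaign, cut at about 18% in these data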;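 also: inhibitors lower polarization as less probe binds the enzyme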
# BCLXL inh – inhibitors of human Bcl-xL, primary screen, biochemical, fluorescence polarization, HTS; Bcl-2-like protein 1 (Homo sapiens), Q07817; GST-Bcl-xL / FITC-Bim BH3 peptide fluorescence polarization; inhibition, % at 10.9 µM; hit rate 0.7% among 320,000;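 active = inhibition above the mean of all tested compounds plus 3 SD, cutoff set per campaign, cut at about 30% in these data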;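 also: 0% = DMSO wells and 100% = unlabeled Bim-BH3 peptide competitor; inhibitors lower millipolarization by displacing the labeled peptide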
# Target sequence (Q07817 whole entry, looked up): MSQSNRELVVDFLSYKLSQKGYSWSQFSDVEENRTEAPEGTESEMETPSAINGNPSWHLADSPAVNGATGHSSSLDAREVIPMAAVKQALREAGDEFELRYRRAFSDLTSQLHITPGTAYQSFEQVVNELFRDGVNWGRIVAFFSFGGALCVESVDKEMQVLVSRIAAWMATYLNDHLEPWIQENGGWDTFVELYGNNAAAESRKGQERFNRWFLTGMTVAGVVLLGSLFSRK
# MEX-5 binding – MEX-5 zinc finger RNA-binding disruptors – biochemical, C. elegans, fluorescence polarization, MLPCN library, primary screen | MEX-5/FITC-TCR2 RNA binding; active compounds read low | hit rate 0.38% among 300,000 | Zinc finger protein mex-5 (Caenorhabditis elegans), Q9XUB2 | activity score (negative = inhibition of binding), % at 10 µM | AID 1832, 2009;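 active = inhibition past about -25% in most replicates, and total fluorescence under double the plate's negative control median, limit read from the data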;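 also: 0% = DMSO and -100% = 5 µM competing unlabeled TCR2 RNA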
# Target sequence (Q9XUB2 whole entry, looked up): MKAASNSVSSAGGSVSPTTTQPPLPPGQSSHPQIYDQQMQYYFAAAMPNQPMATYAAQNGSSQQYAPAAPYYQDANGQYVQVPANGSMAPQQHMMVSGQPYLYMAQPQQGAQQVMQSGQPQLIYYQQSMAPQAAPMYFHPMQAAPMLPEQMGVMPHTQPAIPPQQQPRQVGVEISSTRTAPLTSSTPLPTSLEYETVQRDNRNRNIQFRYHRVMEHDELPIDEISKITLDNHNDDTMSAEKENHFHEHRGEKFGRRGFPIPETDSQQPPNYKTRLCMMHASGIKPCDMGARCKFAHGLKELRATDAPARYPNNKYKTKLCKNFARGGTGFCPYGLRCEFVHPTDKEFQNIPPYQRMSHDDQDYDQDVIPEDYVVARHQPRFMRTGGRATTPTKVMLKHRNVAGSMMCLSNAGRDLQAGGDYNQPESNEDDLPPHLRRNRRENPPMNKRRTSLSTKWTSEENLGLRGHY
# PAFAH1B2 FP inh – PAFAH1B2 enzyme inhibitors, primary screen, biochemical, fluorescence polarization, human; hit rate 1.2% among 340,000; inhibition, % at 3.39 µM; recombinant PAFAH1B2, FP-rhodamine activity probe; AID 492953, 2010;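 active = inhibition above the mean of all tested compounds plus 3 SD, cut at about 24% in these data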;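 also: 0% = enzyme with DMSO and 100% = wells lacking PAFAH1B2; many of its hits are not listed in these tables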
# Target sequence (P68402 whole entry, looked up): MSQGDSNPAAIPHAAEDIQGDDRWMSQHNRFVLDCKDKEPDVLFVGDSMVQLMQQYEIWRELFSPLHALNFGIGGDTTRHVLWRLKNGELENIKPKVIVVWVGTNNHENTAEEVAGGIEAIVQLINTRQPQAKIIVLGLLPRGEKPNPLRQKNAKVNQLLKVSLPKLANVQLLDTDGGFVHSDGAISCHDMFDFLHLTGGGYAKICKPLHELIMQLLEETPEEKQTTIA
# PME-1 inh – PME-1 inhibitors via competitive probe labeling, primary screen, biochemical, fluorescence polarization, FP-Rh probe, HTS; Protein phosphatase methylesterase 1 (Homo sapiens), Q9Y570; recombinant PME-1; inhibition, % at 5.9 µM; hit rate 0.53% among 320,000; AID 2130, 2009;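 active = inhibition above the campaign mean of all compounds plus 3 SD, cut at about 26% in these data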;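 also: competitive labeling of PME-1 active site by serine hydrolase directed probe; 0% = PME-1 with DMSO and 100% = wells lacking PME-1 enzyme; inhibitors block probe labeling so polarization falls and inhibition rises; many of its hits are not listed in these tables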
# AHR act – AHR activators, primary screen, cell-based, luminescence, luciferase reporter, human. activation, % at 5 µM. hit rate 2.5% among 320,000. AHR-responsive luciferase reporter cells. AID 2796, 2010. Aryl hydrocarbon receptor (Homo sapiens), P35869; in the data active = activation above about 47%;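 also: 0% = vehicle wells and 100% = reference agonist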
# GLD-1 TGE inh – GLD-1/TGE RNA complex disruptors, primary screen, biochemical, fluorescence polarization; Female germline-specific tumor suppressor gld-1 (Caenorhabditis elegans), Q17339; purified GLD-1 + fluorescein TGE RNA; inhibition, % at 5.96 µM; hit rate 0.44% among 320,000; AID 2280, 2010;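 active = percent inhibition above a per-plate cutoff, the plate mean of test compounds plus 3 SD, cut at about 30% in these data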;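 also: 0% = DMSO wells with GLD-1 and probe and 100% = wells lacking GLD-1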
# Active calls of the source: *; x = no result given. Only part of the results is shown; count on the stated rates, not on these rows.
SMILES,MCL1 BIM primary,pPAFAH FP inh,Fam108B counter,BCLXL inh,MEX-5 binding,PAFAH1B2 FP inh,PME-1 inh,AHR act,GLD-1 TGE inh
CSc1cccc(NC(=O)C2CC(=O)N(Cc3ccccc3)C2)c1 (stereo unspecified),-34.4,1.9,-0.8,-7.8,-3.1,8.9,-0.9,10.1,-5.3
O=C(COC(=O)CC1CCCC1)Nc1ccccc1[N+](=O)[O-],8.2,15.2,x,3.6,x,-1.8,8.7,15.4,0.0
COc1ccccc1C1CC(c2ccco2)=NN1c1ccccc1 (stereo unspecified),-5.9,9.4,-0.6,1.7,-2.0,-0.1,-0.6,9.3,-0.4
CCC(C)(C)NC(=S)Nc1ccccc1C,9.1,-2.9,1.8,10.6,3.2,0.6,9.5,0.6,-2.5
CN(C)c1ccc(C(=S)NC2CCCCC2)cc1,-3.2,3.2,1.0,10.1,-3.1,8.5,-3.9,9.1,-0.2
N#C/C(=C\c1cc([N+](=O)[O-])c(N2CCCCC2)cc1N1CCCCC1)c1nn(-c2ccccc2)c(N)c1C#N,-0.2,7.9,-2.2,2.9,-4.4,1.0,9.0,8.6,5.3
COc1ccccc1NC(=O)Cn1nc(C)n2cccc2c1=O,-0.6,-4.4,-1.0,-3.2,1.5,-2.6,0.8,3.2,7.9
O=C(Nc1ccc(N2CCCC2)cc1)c1ccc(Br)cc1,0.1,21.9,7.2,4.9,-0.9,4.1,-1.6,-3.1,0.9
COc1ccc2nc(N/C(N)=N/C(=S)Nc3c(C)cccc3C)nc(C)c2c1,-1.0,0.1,-0.1,7.9,3.1,-0.7,-1.2,-4.9,2.8
CCOC(=O)CCCNC(=O)COC(=O)[C@@H]1CCCN1S(=O)(=O)c1ccc(Cl)cc1,5.2,1.9,-1.4,2.1,3.4,-2.6,8.9,7.6,1.6
O=S(=O)(c1ccc(Oc2ncnc3scc(-c4ccccc4)c23)cc1)N1CCOCC1,-4.4,12.8,-1.5,0.5,-1.8,3.6,1.9,5.1,-0.1
O=C(Nc1ccccc1C(=O)OCC(=O)N1CCc2ccccc2C1)c1ccco1,9.8,-2.3,1.8,6.3,0.1,1.8,-9.2,0.0,1.1
COc1cccc(-c2nnc(-c3ccccc3[N+](=O)[O-])o2)c1,1.4,5.0,-2.0,6.8,-1.1,x,4.9,3.3,-2.6
Cc1ccsc1CN(C)CC(=O)Nc1ccccc1C(=O)NC1CC1,x,-3.2,x,x,x,3.8,x,2.3,3.0
O=C(CN1CCSC1=NCc1ccccc1)c1ccc(Cl)cc1,-1.7,5.4,-0.1,5.7,0.1,6.0,0.6,0.8,3.5
NC(=O)c1cc(-c2csc(NCCc3ccccc3)n2)ccc1O,1.7,14.3,1.0,-0.2,-0.3,17.4,8.3,25.8,5.3
Cc1nc2c(-c3ccccc3)c(C)nn2c(C)c1CCC(=O)NC(C)CCc1ccco1 (stereo unspecified),5.5,-0.9,-0.2,2.4,-2.3,8.1,2.6,0.0,-0.1
CCC(=O)N1CCc2cc(Br)cc(S(=O)(=O)CCC(=O)NCCc3ccccc3)c21,-4.7,-1.4,-1.6,1.6,4.7,2.3,7.6,0.2,1.3
CCOC(=O)C1CCN(c2cc3c(cc2NC(=O)c2cc(OC)ccc2Br)n(C)c(=O)n3C)CC1,8.1,0.0,2.4,7.0,-3.1,-7.9,8.1,1.2,2.3
CC(=O)N1CCN(c2nc3ccc(Br)cc3s2)CC1,10.6,3.8,-1.6,5.9,2.1,1.5,-2.6,-7.0,0.3
COc1ccc(OCCC(=O)Nc2ccccc2)cc1,3.9,-3.9,3.6,0.5,-0.6,3.1,1.7,2.2,-7.3
O=C(Cn1cnc([N+](=O)[O-])n1)N/N=C/c1cccc(Cl)c1,-2.2,1.8,1.4,-2.5,-11.9,-2.1,-2.5,0.7,-1.4
C=CCc1cccc(/C=N/NC(=O)CCC(=O)Nc2ccc(C)cc2)c1O,14.4,3.8,-2.3,1.0,3.4,2.2,-4.6,13.4,5.2
COc1ccc(NC(=O)CN(C)C(=O)Cc2ccc(-c3ccccc3)cc2)cc1,-2.8,10.0,x,-6.7,x,3.9,-8.5,4.8,-2.9
O=C(N/N=C/c1ccc(Br)s1)c1cccc([N+](=O)[O-])c1,3.3,0.8,-1.7,2.7,-1.9,-2.3,-0.7,24.3,-3.6
# (cont.)
SMILES,MCL1 BIM primary,pPAFAH FP inh,Fam108B counter,BCLXL inh,MEX-5 binding,PAFAH1B2 FP inh,PME-1 inh,AHR act,GLD-1 TGE inh
Cc1ccc(C(NC(=O)N2CCN(C)CC2)C(Cl)Cl)cc1F (stereo unspecified),4.1,3.4,0.0,7.5,1.4,6.4,-8.0,1.0,6.4
O=[N+]([O-])c1ccc2ncnc(Nc3ccc4c(c3)OCCO4)c2c1,-3.6,4.4,2.7,2.1,-1.0,1.1,6.3,43.4,3.9
CCN1CCN(C(c2ccc(F)cc2)c2nnnn2Cc2ccc3c(c2)OCO3)CC1 (stereo unspecified),-2.7,2.0,-3.5,4.0,1.0,2.6,-5.0,2.4,0.5
Cc1c(NC(=S)Nc2ccccc2)c(=O)n(-c2ccccc2)n1C,3.5,1.5,3.4,5.0,-0.3,5.6,1.6,-0.5,5.5
CC(C)C(=O)N1c2ccccc2NC2=C(C(=O)CCC2)C1c1ccc(N(C)C)cc1 (stereo unspecified),1.7,6.7,-0.1,8.1,1.6,6.7,2.2,0.9,7.0
CCc1cc(C(=O)N=Nc2c(O)[nH]c3c(Br)cc(Br)cc23)c2ccccc2n1,5.2,16.4,3.1,-1.8,1.5,-3.9,12.1,22.2,1.5
CCC1CCCCN1CCCNC(=O)c1ccc(CS(=O)(=O)c2ccc(Br)cc2)o1 (stereo unspecified),-2.3,2.2,-0.8,0.1,-0.8,3.4,-5.4,-1.1,2.5
CC(Oc1ccccc1Cl)C(=O)N1CCOCC1 (stereo unspecified),-3.9,5.2,7.2,0.7,2.6,-1.6,2.7,0.5,-2.7
COc1ccccc1CNC(=O)CN1CCC(n2cnc3cc(F)ccc32)CC1,11.4,6.9,-1.8,9.2,-0.1,5.0,25.7,1.8,-0.2
CC(=O)NCCCc1nc2ccccc2n1Cc1cc(C)ccc1C,2.8,4.0,0.9,5.2,2.0,-1.8,4.4,-1.5,0.9
Cc1nn(C)c(C)c1CNC(=O)Nc1cccc(Cl)c1,0.7,-0.3,1.0,0.0,-1.0,-2.8,-5.2,9.4,3.6
Fc1ccc(NC(=S)Nc2cccc3cnccc23)cc1,10.4,2.7,6.1,3.1,-0.4,1.2,0.6,10.6,-5.7
Cc1ccnc(Nc2nc3ccccc3o2)n1,9.1,2.3,1.1,6.3,29.2,3.2,2.3,22.6,3.3
CCn1c(=O)cc(OCC(=O)NCCCN2CCCC2=O)c2ccccc21,3.6,-1.7,3.1,7.7,-1.7,3.1,-5.2,10.2,0.1
CC1CCCN(CC(O)COc2ccc3c(c2)OCO3)C1 (stereo unspecified),2.2,3.2,0.7,2.9,0.9,-3.9,8.7,2.1,2.1
CCCN(C(=O)c1cccs1)c1nnc(-c2ccncc2)s1,-0.8,-0.9,-3.8,-1.7,1.0,2.2,1.8,6.8,-14.9
CC1CN(S(=O)(=O)c2cccc(C(=O)N(CCc3ccccc3)Cc3ccccc3)c2)CC(C)O1 (stereo unspecified),-0.6,5.2,0.6,3.3,1.1,-0.6,5.7,4.4,-1.8
Cn1c(SCC(=O)Nc2ccc(F)cc2)nc2c(c1=O)SCC2,1.4,-0.5,3.1,5.8,0.5,5.2,6.1,2.2,23.4
Cc1ccc(C)c(C(=O)Nc2cc(C)nn2-c2nc(C)cc(C)n2)c1,0.7,-0.7,2.6,3.0,-3.8,-2.9,1.0,8.6,1.0
CC(=O)c1ccc(N2C(=O)C3C4C=CC(CC4)C3C2=O)cc1 (stereo unspecified),1.8,2.7,6.3,-3.6,-0.1,5.6,-13.0,-0.3,-4.3
Cc1ccn2cc(CCNC(=O)C3CCCCC3)nc2c1,-1.0,0.6,-2.7,3.8,-3.1,1.4,-1.6,-0.1,-4.8
COc1ccc(C(=O)NNC(=O)CSc2nnc(C)n2C)cc1,-4.5,-6.5,-3.7,-6.0,1.8,-2.0,-3.3,0.0,2.7
OCC1(Cc2ccccc2C(F)(F)F)CCN(Cc2ccc3c(c2)CCO3)CC1,0.6,0.6,-3.7,6.6,1.2,4.2,1.1,4.7,-2.9
Cn1c(=O)c2c(nc3n2CC(COc2ccc(Cl)cc2)O3)n(C)c1=O (stereo unspecified),-10.2,-0.8,0.0,-2.9,1.8,6.9,1.7,1.1,1.8
Nc1c(C(=O)Nc2ccccc2F)sc2nc(-c3cccnc3)ccc12,6.0,10.2,-8.4,10.2,-19.8,5.1,11.1,-10.7,-14.1
# Other results
SMILES,MCL1 BIM primary,pPAFAH FP inh,Fam108B counter,BCLXL inh,MEX-5 binding,PAFAH1B2 FP inh,PME-1 inh,AHR act,GLD-1 TGE inh
O=C(NC(=S)Nc1ccccc1N1CCCC1)c1ccccc1Br,15.2,-1.5,3.7,7.7,-0.5,4.1,-3.8,74.8*,4.0
CCN(CC)C(=O)C(=O)c1cccn1-c1cccc(-n2cccc2C(=O)C(=O)N(CC)CC)c1C#N,3.2,5.7,-1.0,4.7,1.6,2.7,-1.6,-3.0,6.1
CCSc1nnc(NC(=O)CCc2ccc(OC)cc2)s1,4.2,2.7,2.1,5.5,-2.7,-1.4,-4.1,4.1,1.6
NC(=O)N1CCC2(CC1)NC(=O)N(c1ccccc1)N2,4.0,1.0,-2.4,9.3,-0.1,4.1,1.9,15.8,8.0
CCCOc1ccc(/C=N/NC(=O)CN(c2ccc(OCC)cc2)S(C)(=O)=O)cc1,-4.0,5.3,-2.8,4.8,-0.2,1.6,3.8,9.3,4.8
c1coc(-c2nnc(-c3ccco3)nn2)c1,75.0*,32.5*,21.9*,42.7*,-58.9*,18.1,-2.3,2.9,7.6
COc1ccc(C2=NS(=O)(=O)N(C)C(C(=O)N(C)Cc3ccccc3)=C2)cc1OC,1.8,4.0,2.7,-3.4,-0.1,8.8,2.4,0.8,7.6
COc1ccc2c(c1)Cc1sc(NC(=O)c3ccccc3)nc1-2,2.9,4.8,2.0,1.8,1.4,2.5,19.2,-6.4,7.0
CC(=O)c1cc2c(cc1N(C(=O)Cn1nnc3ccccc31)C(C(=O)NCCC(C)C)c1cccnc1)OCO2 (stereo unspecified),-0.4,-3.5,8.1,4.5,1.9,x,1.5,5.4,-4.7
CCC(=O)OCc1c(C(F)(F)F)nn(C)c1Oc1cccc(C(F)(F)F)c1,-3.2,3.1,3.0,0.7,1.5,8.1,-0.1,1.5,1.0
CC1=CC(C)C2C(=O)N(CCCN(C)C)C(=O)C2C1 (stereo unspecified),4.9,3.9,5.5,2.4,0.2,5.9,-5.5,1.2,0.7
C[C@@H]1CC=C[C@H]2[C@H]1C(=O)N(Cc1ccccc1)[C@H]2c1ccc2ccccc2c1/C=C/c1ccccc1,2.8,2.1,1.9,-0.5,2.3,-1.3,-2.0,12.8,2.8
COc1cccc(OCCNC(=O)Nc2cc(F)c(F)cc2Cl)c1,4.5,-1.0,-0.8,11.3,0.7,-0.4,-1.3,7.4,3.8
